Bioassay records deposited in PubChem BioAssay by The Scripps Research Institute Molecular Screening Center.
Tn7 DDE FP: disrupts Tn7 cyclic peptide binding to fibrin D-Dimer-E complex; FP displacement of FITC-Tn7 peptide from fibrin DD(E); 0% = median of compound wells per plate; inhibition, % at 8.3 µM; P02675; 0.13% of 370,000 active;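 active = inhibition above the mean of compounds falling within the control limits plus 3 SD of them, cut at about 14% in these data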;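 note: 0% = plate median of compound wells and 100% = 10 µM Aha-Tn7 peptide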
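Test system: human clot-derived fibrin DD(E) complex / Quantity: 2 µM final DD(E) protein / Incubation: 10 min plus 3 h, room temperature / Measured by: fluorescence polarization / Benchmarks: high control of 10 µM Aha-Tn7 peptide / Replicates: singlicate testing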
TDP2 absorb: TDP2 (human) inhibition, absorbance primary screen; O95551; recombinant TDP2, T5PNP hydrolysis, p-nitrophenol absorbance 415 nm; inhibition, % at 12.8 µM; 0.34% of 370,000 active; AID 720702;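 active = inhibition above the mean of all tested compounds plus 3 SD, set per campaign, cut at about 25% in these data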;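 note: 0% = DMSO with enzyme and 100% = buffer with substrate but no TDP2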
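test system = human TDP2 enzyme | input = TDP2 enzyme at 120 nM final | medium = 50 mM Tris-HCl pH 7.5 with Mg2+, KCl, DTT, BSA | also added = T5PNP substrate, 5 mM | times = 2 h at 37 °C | technique = epi absorbance | benchmarks = high control without enzyme, low control DMSO plus TDP2 | replication = each compound tested once, singlicate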
ASAP1 inh: blocks human ASAP1-stimulated Arf1 GTP hydrolysis | 0.19% of 360,000 active | Q9ULH1 | inhibition, % at 16.5 µM | GDP FP detection | AID 624377; in the data active = inhibition above about 25%;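 note: 0% = vehicle with enzyme and substrate and 100% = no enzyme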
ADAM10 inh: inhibits human ADAM10; O14672; recombinant ADAM10, EDANS/DABCYL FRET peptide cleavage, 3 h; inhibition, % at 7 µM; 0.62% of 370,000 active;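 active = inhibition above a per-campaign cutoff equal to the mean of compounds falling between control-based bounds plus 3 SD, cut at about 20% in these data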;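 note: 0% = DMSO wells while the 100% control is not disclosed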
Tn6 DDE FP: disrupts Tn6 cyclic peptide binding to fibrin D-Dimer-E complex. 0.21% of 370,000 active. P02675. Fibrin DD(E) TRITC-Tn6 fluorescence polarization displacement. inhibition, % at 8.3 µM. AID 720509;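 active = inhibition above a per-campaign cutoff: mean of compounds within control limits plus 3 SD, cut at about 15% in these data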;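 note: 0% = median of all compound wells on the plate and 100% = blocking peptide control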
PLCg1 inh: PLC-gamma1 (human) inhibition, primary screen; AID 720700; 0.84% of 370,000 active; P19174; purified PLC-gamma1, fluorogenic substrate, fluorescence; inhibition, % at 12.2 µM; in the data active = inhibition above about 9.5%
KLK7 zymogen act: proKLK7 (human) activation, primary screen; P49862; purified proKLK7, EDANS-DABCYL substrate fluorescence; 100% is mature enzyme control, 0% vehicle; activation, % at 7 µM; 0.9% of 370,000 active;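 active = activation above the mean of all tested compounds plus 3 SD, computed per campaign excluding outliers beyond control limits, cut at about 13% in these data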
ADAM17 inh: inhibitors of human ADAM17; 0.83% of 370,000 active; inhibition, % at 6.95 µM; recombinant ADAM17, EDANS/DABCYL FRET peptide cleavage; P78536;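 active = inhibition above the mean of compounds lying between control limits plus 3 SD, set per campaign, cut at about 8.5% in these data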;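 note: 0% = DMSO-only wells as the low control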
ARFGAP1 inh: inhibits rat ARF GTPase activating protein 1; Q62848; Arfgap1-stimulated ARF1 GTP hydrolysis, GDP FP detection; inhibition, % at 16.5 µM; 0.26% of 360,000 active;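 active = inhibition above a per-plate limit, mean inhibition of low control wells plus 3 SD, cut at about 25% in these data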;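 note: 0% = DMSO wells with enzyme and 100% = wells lacking Arfgap1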
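Replicates: Single well per compound | Assay system: Truncated rat Arfgap1 GAP domain | Control set: No-Arfgap1 wells (100%) versus DMSO full-reaction wells (0%) | Times: Enzyme reaction 120 min at 25 °C after 20 min preincubation | Reagent: Human ARF1(Δ1-17)-GTP substrate | Measured by: Tracer-displacement fluorescence polarization with EDTA stop, 620/688 nm | Measure: Percent inhibition of Arfgap1-stimulated GTP hydrolysis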
LEDGF integ inh: blocks HIV-1 LEDGF/p75-dependent DNA integration | TR-FRET IN-LEDGF/p75 DNA integration, Eu/Cy5 | AID 743269 | inhibition, % at 3.7 µM | 0.64% of 370,000 active;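 active = inhibition above the screen-wide mean plus 3 SD, cut at about 13% in these data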;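 note: signal is the Cy5 over europium emission ratio at 671 and 618 nm; 0% = plate median of compound wells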
* marks the source's active call; other numbers are inactive results; . = no result given.

The line under a structure holds: Tn7 DDE FP | TDP2 absorb | LEDGF integ inh | KLK7 zymogen act | ADAM10 inh | Tn6 DDE FP | ADAM17 inh | ARFGAP1 inh | ASAP1 inh | PLCg1 inh
CC(=O)Nc1cccc(NC(=O)CSc2nnnn2C(C)C)c1
    1 | -16 | 5 | 0.4 | 4 | 5 | 1 | -4 | 1 | 5
COc1ccc(NS(=O)(=O)c2ccc(N3C(=O)CCC3=O)cc2)cc1
    -5 | -3 | 4 | 0.0 | 5 | 7 | 1 | 4 | -12 | 2
C=CCN(C(=O)Cn1c(C(=O)OC)cc2oc(C)cc21)c1ccccc1
    -3 | 7 | 1 | 0.8 | 82* | -1 | 0 | -16 | -9 | -1
O=C(COC(=O)CNC(=O)C1CCCCC1)Nc1ccccc1Cl
    -1 | 1 | -4 | 0.2 | -1 | 2 | -4 | 10 | 9 | 0
O=C(Nc1cccc(Cl)c1N1CCOCC1)c1ccc(Br)o1
    -5 | 15 | 2 | 0.2 | -7 | 2 | -5 | 7 | 1 | 1
NC12CC3CC(C1)CC(CC(=O)O)(C3)C2
    1 | 2 | 1 | -0.3 | 0 | 0 | -2 | 6 | -1 | 1
O=C(NC1CCCC1)C(c1ccsc1)N(CCc1ccccc1)C(=O)Cc1cccs1 (stereo not drawn)
    -11 | -4 | 2 | -0.2 | 6 | -5 | 0 | -8 | 0 | 2
COc1ccc2[nH]c(O)c(NC(C)=O)c2c1
    6 | 1 | -2 | 0.0 | -15 | -12 | -10 | 2 | 7 | -8
CCOc1c(Cl)cc(CNc2ccc(S(N)(=O)=O)cc2)cc1OC
    6 | -2 | -1 | 0.1 | 4 | 3 | 4 | 6 | -6 | 0
COc1cc(/C=C/C(=O)N2C(=O)c3cccc(N)c3C2=O)cc(OC)c1OC
    1 | -7 | -1 | 21* | -144 | 4 | -46 | 7 | 5 | -483
O=C(OCC(=O)N1CCN(C(=O)c2ccco2)CC1)c1cc(-c2ccc(F)cc2)nc2ccccc12
    0 | -7 | 3 | -6.3 | -215 | -4 | -64 | 10 | 2 | -81
COc1ccc(C2SCCN2S(=O)(=O)c2ccc(NC(C)=O)cc2)cc1OC (stereo not drawn)
    0 | -10 | -5 | 0.1 | 2 | 6 | -4 | 7 | 0 | 0
COc1ccc(S[C@]2(C(=O)N(C)C)CC(=O)N(c3ccc(Cl)cc3)[C@@H]2c2ccc(OC)cc2)cc1
    -2 | -9 | 2 | 0.4 | 14 | 2 | 5 | . | . | 4
Cc1noc(NS(=O)(=O)c2ccc(NC(=O)c3cccc(S(=O)(=O)N(C)c4ccccc4)c3)cc2)c1C
    5 | -7 | 1 | -0.5 | -4 | -8 | 1 | 10 | -8 | -2
CCOc1ccc(N2CC(C(=O)NNC(=O)c3ccc(Br)cc3)CC2=O)cc1 (stereo not drawn)
    0 | -1 | 0 | 0.1 | -2 | -1 | 0 | -8 | 8 | -2

Full records as entered above. Screens in order: Tn7 DDE FP, TDP2 absorb, LEDGF integ inh, KLK7 zymogen act, ADAM10 inh, Tn6 DDE FP, ADAM17 inh, ARFGAP1 inh, ASAP1 inh, PLCg1 inh
Record of `COc1ccc(NS(=O)(=O)c2ccc(N3C(=O)CCC3=O)cc2)cc1` = -5, -3, 4, 0.0, 5, 7, 1, 4, -12, 2
Record of `COc1cc(/C=C/C(=O)N2C(=O)c3cccc(N)c3C2=O)cc(OC)c1OC` = 1, -7, -1, 21*, -144, 4, -46, 7, 5, -483
Record of `COc1ccc2[nH]c(O)c(NC(C)=O)c2c1` = 6, 1, -2, 0.0, -15, -12, -10, 2, 7, -8
Record of `C=CCN(C(=O)Cn1c(C(=O)OC)cc2oc(C)cc21)c1ccccc1` = -3, 7, 1, 0.8, 82*, -1, 0, -16, -9, -1
Record of `O=C(NC1CCCC1)C(c1ccsc1)N(CCc1ccccc1)C(=O)Cc1cccs1` (stereo not drawn) = -11, -4, 2, -0.2, 6, -5, 0, -8, 0, 2

Additional entries
The line under a structure holds: Tn7 DDE FP | TDP2 absorb | LEDGF integ inh | KLK7 zymogen act | ADAM10 inh | Tn6 DDE FP | ADAM17 inh | ARFGAP1 inh | ASAP1 inh | PLCg1 inh
O=C(O)c1ccccc1C(=O)OCc1ccccc1
    2 | -11 | -1 | -0.3 | 4 | 4 | 3 | -6 | -15 | 5
COc1cccc(NC(=O)C2CCCN2C(=O)NC2CCC(C)CC2)c1 (stereo not drawn)
    5 | 7 | -3 | 0.3 | -3 | 5 | -2 | . | . | -1
Nc1nc2c(nnn2Cc2ccc(Cl)c(Cl)c2)c(=O)[nH]1
    -3 | 4 | -1 | -0.2 | -16 | -6 | 0 | -5 | -6 | -2
C=CCOc1cccn2c(N(C)C(=O)c3ccncc3)c(CC)nc12
    7 | 2 | -1 | 0.1 | -18 | -5 | -5 | -6 | -15 | -3
Cc1ccc(/C=N/NC(=O)c2nnn(-c3nonc3N)c2C(C)C)s1
    5 | 12 | -1 | 1.6 | 0 | 0 | -1 | 0 | 11 | 0
CC(C)(C)C(=O)Nc1ccc(N2CCCC2)cc1
    0 | -16 | -4 | -0.2 | 2 | 0 | 5 | 0 | 6 | -10
Cc1cc(C)n2c(SCC(=O)Nc3cc(S(=O)(=O)N(C)C)ccc3C)nnc2n1
    -12 | -15 | 0 | 0.2 | -3 | 2 | 4 | 12 | 11 | 3
COc1cc(O)c(C(CCN2CCCCC2)c2ccc3c(c2)OCO3)c(OC)c1 (stereo not drawn)
    -3 | 7 | 0 | -32 | 7 | -6 | -4 | 8 | -5 | -1
CCN(c1ccc(OC)cc1)S(=O)(=O)c1ccc2c(c1)CCN2C(=O)CCC(=O)O
    2 | -2 | -1 | 0.1 | -1 | 6 | -4 | -10 | 11 | 0
O=C(NCCc1ccccc1)C(c1cccs1)N(C(=O)CCl)c1ccc(Cl)cc1 (stereo not drawn)
    3 | 4 | -1 | 0.0 | 1 | 3 | 1 | -18 | -2 | 2
O=C(CSc1nnc(-c2ccco2)n1Cc1ccco1)c1ccc([N+](=O)[O-])cc1
    -5 | -7 | 7 | 0.5 | 9 | -3 | 2 | . | . | 2
Cc1ccccc1-c1nn2c(-c3ccccc3)nnc2s1
    -3 | 2 | 2 | 0.7 | 12 | -1 | 5 | -19 | -10 | 5
CCn1c(Cn2nnc(-c3ccccc3)n2)nnc1SCC(=O)Nc1cccc(C)c1C
    -2 | -13 | 4 | 0.6 | 9 | -4 | 5 | -1 | -3 | 3
COc1cc(C(=O)Nc2ccc(N(C)C)cc2)c([N+](=O)[O-])cc1OC
    -6 | 3 | -2 | -0.5 | -3 | 8 | 1 | 13 | 4 | 2
Cc1ccc(C(=O)NNC(=O)C(C)Oc2ccc3ccccc3c2)o1 (stereo not drawn)
    -2 | 4 | 2 | -0.2 | 12 | 2 | 1 | -7 | 7 | 1
COC(=O)c1ccc(OC)c(CSc2nnc(-c3ccc(C)cc3)o2)c1
    -5 | 12 | 2 | 0.1 | -10 | -1 | -5 | -3 | -6 | 2
O=C(CN1CCCC1)Nc1cc(F)ccc1F
    5 | 10 | -4 | -0.1 | -10 | 4 | -6 | 1 | 12 | -2
O=C1c2cc([N+](=O)[O-])ccc2-c2cc(Br)c(N=C(NO)C(F)(F)F)cc21
    4 | 8 | -1 | -0.3 | 12 | 5 | 5 | -11 | -6 | -55
Cc1cccc(-n2c(O)c(C=NC3CCS(=O)(=O)C3)c3ccccc3c2=O)c1C (stereo not drawn)
    -9 | -7 | 5 | 5.4 | -14 | -1 | -8 | 14 | -2 | -4
COCCOC(=O)c1c(C)oc2ccc(NS(=O)(=O)c3ccc(C(=O)O)cc3)cc12
    -1 | 11 | 1 | -0.5 | 3 | -4 | -2 | 2 | -8 | 3
CCc1nnc(NC(=O)CSc2nc3cc(OC)ccc3cc2C)s1
    -5 | 4 | -2 | 0.2 | -4 | -4 | -3 | 7 | 4 | 2
C=CCN1C(=O)[C@@H](CC(=O)N2CCN(C(=O)c3ccco3)CC2)[C@]2(C(=O)OC)CCCCC=C12
    2 | 3 | -4 | 0.6 | -8 | -4 | 2 | . | . | 0
COc1ccc(/C=C(\C#N)C(=O)C(C)(C)n2cncn2)cc1
    2 | 6 | 2 | -0.4 | 10 | -5 | -2 | 6 | -7 | -1
O=C(Nc1ccc(Cc2ccncc2)cc1)c1cc([N+](=O)[O-])ccc1N1CCOCC1
    -4 | 6 | 1 | 0.1 | 9 | -8 | -2 | 1 | 7 | -1
Cn1c(=O)c([N+](=O)[O-])c(Cl)c2ccccc21
    9 | 10 | 0 | -0.8 | 0 | -3 | -4 | 7 | -15 | -5

Among those listed so far, three have a thiophene ring, fused or not.
The line under a structure holds: Tn7 DDE FP | TDP2 absorb | LEDGF integ inh | KLK7 zymogen act | ADAM10 inh | Tn6 DDE FP | ADAM17 inh | ARFGAP1 inh | ASAP1 inh | PLCg1 inh
O=C(NC1CCCC1)C(c1ccsc1)N(CCc1ccccc1)C(=O)Cc1cccs1 (stereo not drawn)
    -11 | -4 | 2 | -0.2 | 6 | -5 | 0 | -8 | 0 | 2
Cc1ccc(/C=N/NC(=O)c2nnn(-c3nonc3N)c2C(C)C)s1
    5 | 12 | -1 | 1.6 | 0 | 0 | -1 | 0 | 11 | 0
O=C(NCCc1ccccc1)C(c1cccs1)N(C(=O)CCl)c1ccc(Cl)cc1 (stereo not drawn)
    3 | 4 | -1 | 0.0 | 1 | 3 | 1 | -18 | -2 | 2
